Screens: PubChem BioAssay, several laboratories
Autophagy HCS: autophagy modulators in MEF cells, primary screen, imaging, high-content, MEF GFP-LC3; MEF GFP-LC3 puncta imaging; test concentration mostly 10 µM; calls only at 10 µM (by protocol); 190,000 tested, 0.98% active;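 active means percentage of spot-positive cells more than 3 SD above its plate mean, without a fluorescence outlier flag or 80% toxicity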;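 further: spot-positive cell cutoff set from DMSO-treated cells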
bCat nuc transl: modulators of beta-catenin nuclear translocation, primary screen, imaging, HeLa cells, immunofluorescence, high-content; nuclear translocation activity, % at 5 µM; 190,000 tested, 0.3% active; AID 1665, 2009;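 active means nuclear translocation activity above 50% at 5 µM, with a well cell count of 50 or more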;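 further: per-cell ratio of nuclear to cytoplasmic median beta-catenin stain intensity; plate controls were DMSO negative control for no effect and GSK-3 inhibitor IX positive control for full effect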
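Test system: HeLa cells, endogenous beta-catenin; Compound: single 5 µM dose plus 0.02–20 µM confirmation series; Times: compound exposure 24 h at 37°C; Signal: fluorescence imaging of beta-catenin antibody stain plus DAPI; Read-out: % activation, nuclear-to-cytoplasmic median beta-catenin signal ratio per cell.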
Insulin prom up: insulin promoter activators in MIN6 cells, imaging, high-content screening, mouse beta cells. AID 1625, 2009. z-score at 5 µM. MIN6 insulin promoter-GFP reporter; active compounds read high. 190,000 tested, 0.3% active;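 active means z-score above 3 at 5 µM with at least 500 cells counted in the well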
M17LAP inhibition: P. falciparum M17LAP inhibitors, primary screen, biochemical, fluorogenic H-Leu-NHMec substrate, 1536-well (AID 1619) | 220,000 tested, 0.38% active | inhibition, % at 30 µM, or IC50 in µM where a hit was titrated | Leucine aminopeptidase (Plasmodium falciparum (isolate 3D7)) | recombinant M17LAP, H-Leu-NHMec fluorogenic kinetic assay; higher % means a stronger effect;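 active means compound inhibiting the enzyme by more than half at any dose during confirmatory dose-response retesting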;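 further: plate controls were full reaction with DMSO carrier for no effect and no enzyme background for full effect; strong numbers were not always called active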
NOD2 inhibition: NOD2 signaling inhibitors, cell-based, luminescence, uHTS, HEK293 (AID 1566). HEK293 NOD2/NF-kB luciferase reporter, luminescence; higher % means a stronger effect. inhibition, % at 4 µM, or EC50 in µM where a hit was titrated. 290,000 tested, 0.63% active; in the data active means inhibition above about 50%; further: many of its hits are not listed in these tables
Yfh1-depleted yeast: enhancers of respiration in Yfh1-depleted yeast, dose response, Friedreich's ataxia, plus single-dose screen (AID 1465); S. cerevisiae Yfh1-off respiration, WST-1 reduction, 72 h; higher fold induction means a stronger effect; one-dose fold induction at 50 µM; EC50 in µM for titrated hits; 220,000 tested, 0.074% active;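 active means fold induction of absorbance versus untreated yeast above a set limit, then at least 30% activation at any dose in follow-up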;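 further: activators that raise dye reduction in frataxin-depleted yeast; strong numbers were not always called active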
MT stabilizer: microtubule stabilizers in HeLa cells, primary screen, imaging, high-content imaging; HeLa tubulin immunostaining HCS, 24 h; share of cells brighter than vehicle mean+2SD; % tubulin-high responders, % at 10 µM; 200,000 tested, 0.83% active;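 active means plate Z-score above 3 for both tubulin-high and condensed-nucleus cell shares, with cell loss under 80%, at 10 µM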;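 further: anti alpha tubulin signal scored within the nucleus-defined area of each cell; some results filed as inactive read as strong as hits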
NOD1 inhibition: NOD1 signaling inhibitors, primary screen, cell-based, luminescence, uHTS (AID 1578); NOD1-driven NF-kB luciferase reporter cells, luminescence; higher % means a stronger effect; one-dose inhibition, % at 4 µM; EC50 in µM for titrated hits; 290,000 tested, 1% active; in the data active means inhibition mostly above about 36%, no sharp cut-off; inactive means mostly below about 34%;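 further: HEK-293T reporter cells stimulated with the NOD1 agonist gamma-tri-DAP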
Dynein cargo inh: inhibitors of GR-EGFP nuclear translocation, primary screen, dynein cargo transport inhibitor project, imaging, high-content, 3617.4 mouse cells; 220,000 tested, 0.47% active; AID 1381, 2008; z-score, hits read low; test concentration mostly 20 µM; stimulated with dexamethasone, 1 µM; active compounds read low;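 active means plate z-score of nuclear minus cytoplasmic receptor signal below a set negative limit, without overly bright fluorescence or cell loss, cut at about -3.5 in these data, passing the limit was not always enough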;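 further: z-score of nuclear minus cytoplasmic ring GR-EGFP intensity difference per well; some compounds called inactive have numbers as strong as hits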
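Also added – dexamethasone, 1.0 µM final · Buffer or medium – tet-free, stripped-serum medium · Schedule – induction 48 h, compound 1 h, agonist 30 min · Detection – formaldehyde fixation, Hoechst nuclear stain, 10x automated fluorescence imaging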
Dynein cargo inh cytoplasmic EGFP: second read-out of Dynein cargo inh, no call of its own (marks repeat the call); z-score; measured here: cytoplasmic GR-EGFP intensity; active compounds read high
Dynein cargo inh nuclear GR-EGFP: recorded beside Dynein cargo inh, whose call it bears; z-score; measured here: nuclear GR-EGFP intensity;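 lower value marks the stronger effect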
Dynein cargo inh cell count: further read-out of Dynein cargo inh, marked with its call; z-score; measured here: cell count per field
Insulin prom up cell count: second read-out of Insulin prom up, no call of its own (marks repeat the call); cell count; measured here: cytotoxicity, nuclei count;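 total cells summed across four imaged fields per well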
bCat nuc transl cell count 5 µM: recorded beside bCat nuc transl, whose call it bears; cell count; measured here: cell count, cytotoxicity flag
MT stabilizer Hoechst-high %: further read-out of MT stabilizer, marked with its call; % Hoechst-high responders; measured here: nuclear condensation Hoechst responders;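 share of cells brighter than vehicle mean plus two SD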
MT stabilizer cytotoxicity %: also measured in MT stabilizer; calls as there; toxicity, %; measured here: cytotoxicity by cell density;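 0% = mean cell density of plate MIN control wells and 100% = no cells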
Autophagy HCS cell loss 18 h: further read-out of Autophagy HCS, marked with its call; toxicity, %; measured here: cell loss, nuclei count;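 cell loss after 18 h compound exposure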
* marks the source's active call; other numbers are inactive results; i = inactive; . = no result given. The list is partial; rates above refer to the full screens.

SMILES | Autophagy HCS | Autophagy HCS cell loss 18 h | bCat nuc transl | bCat nuc transl cell count 5 µM | Insulin prom up | Insulin prom up cell count | M17LAP inhibition | NOD2 inhibition | Yfh1-depleted yeast | MT stabilizer | MT stabilizer Hoechst-high % | MT stabilizer cytotoxicity % | NOD1 inhibition | Dynein cargo inh | Dynein cargo inh cytoplasmic EGFP | Dynein cargo inh nuclear GR-EGFP | Dynein cargo inh cell count
CSc1nc2ccc(NC(=O)C3CC(=O)N(Cc4ccccc4)C3)cc2s1 (stereo not given) | i | 5 | 0.8 | 1403 | -1.5 | 1008 | -10% | 9% | i | 3.6 | 2.0 | 7.1 | -28% | -0.56 | -0.15 | -0.21 | 0.32
CCCC(=O)Nc1nnc(-c2ccc3c(c2)OCO3)s1 | . | . | 1.2 | 1272 | -0.2 | 1136 | 7% | -51% | i | . | . | . | -12% | -0.38 | -0.25 | 0.22 | 1
CCOC(=O)N1CCC(NC(=O)CSc2cc(=O)n(C)c3ccccc23)CC1 | i | 12 | 2.4 | 1428 | -0.49 | 1560 | -13% | 4% | i | 2.0 | 4.5 | 7.1 | -70% | -0.52 | -0.097 | -0.26 | 1.1
CC(C)NC(=S)N1CCN(C/C=C/c2ccccc2)CC1 | i | -2 | -0.5 | 1435 | 0 | 1292 | -4% | 7% | i | 2.9 | 2.3 | 8.4 | -26% | -0.5 | -0.28 | 0.027 | 0.59
Cc1ccc(-n2cc(CNCCCn3cccn3)c(-c3cccc(C)c3)n2)cc1 | . | . | 1.1 | 1201 | -0.99 | 962 | -1% | 14% | i | . | . | . | -7% | 0.84 | -0.19 | 0.29 | 0.27
COc1ccc(N2CCN(C(=O)C(=O)c3c(C)n(C)c4ccccc34)CC2)cc1 | i | -32 | 0.3 | 1059 | -0.63 | 1329 | 0% | 6% | i | 1.6 | 1.9 | 5.1 | -33% | 2.7 | -0.21 | 1.5 | -0.81
O=C(O)c1ccc(NC2=C(n3nnc4ccccc43)C(=O)c3ccccc3C2=O)cc1 | . | . | -1.1 | 1321 | -0.29 | 1073 | 22% | 21% | i | . | . | . | -4% | -0.052 | -0.24 | -0.071 | 0.83
Cc1[nH]c(=O)c(C#N)c(C)c1Cl | . | . | -0.6 | 1285 | -0.4 | 1411 | 3% | 12% | i | . | . | . | -5% | -0.2 | -0.29 | -0.14 | 0.22
OCCNCc1cc(Br)ccc1OCc1ccccc1 | i | -11 | -1.7 | 1086 | 0.15 | 1580 | 13% | 0% | i | 1.4 | 3.3 | 8.3 | -19% | -1.1 | -0.15 | -0.59 | -0.57
CC(=O)Nc1nc(C)nc(-c2ccccc2OC(C)=O)n1 | i | -10 | . | . | 0.22 | 1272 | -2% | -6% | i | 2.1 | 1.8 | 4.7 | -1% | -0.7 | -0.26 | -1 | 1.3
COc1ccccc1C(=O)NNC(=O)c1ccc(NC(=O)CC(C)C)cc1 | i | 21 | -0.4 | 1161 | 0.77 | 1430 | 3% | -6% | i | 2.6 | 2.6 | 6.1 | -28% | 0.18 | -0.22 | 0.33 | 0.04
O=C(NCCn1cc(SCC(=O)N2CCOCC2)c2ccccc21)c1c(F)cccc1F | i | -12 | -6.4 | 1127 | -0.24 | 1496 | 15% | 21% | i | 2.2 | 1.6 | 5.5 | -30% | -1.1 | -0.2 | -0.62 | 0.53
COc1ccc(CCN=C(N)C(C)c2ccccc2)cc1OC (stereo not given) | . | . | 0.7 | 1333 | -0.47 | 1098 | -2% | 18% | i | . | . | . | -3% | -1 | -0.027 | -0.11 | 0.39
Cc1ccc(C(=O)OCCc2sc[n+](Cc3ccccc3)c2C)cc1 | i | 0 | -0.4 | 1096 | -1.4 | 1509 | 4% | 16% | i | 3.2 | 1.5 | 4.9 | -19% | 0.063 | -0.28 | -0.086 | 0.47
O=C1/C(=C/c2ccc(O)cc2)SC(=S)N1Cc1cccnc1 | i | 11 | -4.5 | 509 | 0.5 | 1286 | -3% | 14% | i | 4.8 | 3.0 | 7.9 | -17% | -1.1 | -0.087 | -0.78 | 0.59
COc1ccc(-n2c(SCC(=O)NCc3cccs3)nnc2-c2ccoc2C)cc1 | i | -5 | -5.6 | 1223 | -0.26 | 1248 | 9% | -14% | . | 6.6 | 3.4 | 4.0 | -13% | -0.72 | -0.2 | -0.1 | -0.099
CCOC(=O)N1CCN(C(=O)CCn2c(=S)[nH]c3cc(OCC)c(OCC)cc3c2=O)CC1 | i | 8 | -0.3 | 831 | -0.84 | 1272 | -2% | 32% | . | 2.9 | 2.1 | 9.2 | -2% | 0.88 | -0.46 | 0.2 | 0.23
CC(C)c1nc(=S)c2ccccc2[nH]1 | i | -6 | -1.8 | 1192 | 0.78 | 1276 | 12% | 2% | i | 4.1 | 2.0 | 2.4 | -17% | -1.2 | -0.095 | -0.59 | 0.64
O=C(Nc1cccnc1)c1cc(-c2cccs2)on1 | i | 45 | . | . | . | . | 11% | -298% | i | 1.3 | 0.8 | 11 | -51% | -0.74 | 0.38 | -0.29 | 0.56
Cn1cc(S(=O)(=O)N2CCN(c3ccccc3)CC2)c(=O)n(C)c1=O | i | 1 | -2.2 | 1012 | -0.69 | 1982 | -1% | 3% | i | 1.2 | 4.6 | 8.4 | -10% | 2.5 | 0.0097 | 1.9 | -1.5
Cc1nnc(NCc2ccncc2)c2ccccc12 | i | -1 | . | . | . | . | 2% | 6% | i | 5.7 | 2.6 | 6.7 | 30% | -0.34 | -0.11 | 0.12 | -0.35
O=C(NCC(c1cccs1)N1CCOCC1)c1cc([N+](=O)[O-])cc([N+](=O)[O-])c1 (stereo not given) | i | 9 | -0.7 | 1069 | 0.26 | 1430 | 3% | 8% | i | 2.3 | 2.2 | 7.8 | -28% | 0.84 | -0.033 | 0.76 | -1.4
O=C1c2cccc3cc([N+](=O)[O-])cc(c23)C(=O)N1/N=C/c1ccc(O)cc1O | . | . | 1.1 | 1148 | 1.6 | 1059 | 0% | -26% | i | . | . | . | 8% | 1.8 | -0.096 | 1 | -1
O=C(C1CCN(S(=O)(=O)c2cccc3nsnc23)CC1)N1CC=C(c2ccccc2)CC1 | i | 1 | . | . | . | . | 9% | 19% | . | 4.6 | 4.4 | 8.2 | 12% | -0.18 | -0.3 | -0.0043 | 0.22

Quoted at random: three compounds from above, in no set order.
SMILES | Autophagy HCS | Autophagy HCS cell loss 18 h | bCat nuc transl | bCat nuc transl cell count 5 µM | Insulin prom up | Insulin prom up cell count | M17LAP inhibition | NOD2 inhibition | Yfh1-depleted yeast | MT stabilizer | MT stabilizer Hoechst-high % | MT stabilizer cytotoxicity % | NOD1 inhibition | Dynein cargo inh | Dynein cargo inh cytoplasmic EGFP | Dynein cargo inh nuclear GR-EGFP | Dynein cargo inh cell count
O=C(C1CCN(S(=O)(=O)c2cccc3nsnc23)CC1)N1CC=C(c2ccccc2)CC1 | i | 1 | . | . | . | . | 9% | 19% | . | 4.6 | 4.4 | 8.2 | 12% | -0.18 | -0.3 | -0.0043 | 0.22
O=C1/C(=C/c2ccc(O)cc2)SC(=S)N1Cc1cccnc1 | i | 11 | -4.5 | 509 | 0.5 | 1286 | -3% | 14% | i | 4.8 | 3.0 | 7.9 | -17% | -1.1 | -0.087 | -0.78 | 0.59
Cc1ccc(C(=O)OCCc2sc[n+](Cc3ccccc3)c2C)cc1 | i | 0 | -0.4 | 1096 | -1.4 | 1509 | 4% | 16% | i | 3.2 | 1.5 | 4.9 | -19% | 0.063 | -0.28 | -0.086 | 0.47

(further entries)
SMILES | Autophagy HCS | Autophagy HCS cell loss 18 h | bCat nuc transl | bCat nuc transl cell count 5 µM | Insulin prom up | Insulin prom up cell count | M17LAP inhibition | NOD2 inhibition | Yfh1-depleted yeast | MT stabilizer | MT stabilizer Hoechst-high % | MT stabilizer cytotoxicity % | NOD1 inhibition | Dynein cargo inh | Dynein cargo inh cytoplasmic EGFP | Dynein cargo inh nuclear GR-EGFP | Dynein cargo inh cell count
Cc1ccc(S(=O)(=O)N(CC(=O)N2CCOCC2)CC(=O)N2CCOCC2)cc1 | i | -6 | 2.4 | 853 | . | . | -1% | 6% | i | 3.4 | 2.5 | 4.4 | 0% | -0.38 | -0.26 | -0.31 | 0.63
Fc1ccccc1COc1ccc(/C=N/NC(=S)NCc2ccccc2)cc1 | i | -8 | -0.2 | 1118 | . | . | -2% | -8% | i | 1.5 | 1.3 | 19 | -35% | -2.2 | -0.1 | -0.89 | 1.3
Cc1cc(NS(=O)(=O)c2ccc(NC(=O)C(C(C)C)N3C(=O)c4ccccc4C3=O)cc2)nc(C)n1 (stereo not given) | i | -7 | . | . | . | . | 21% | 0% | i | 2.7 | 1.9 | 5.9 | 14% | 0.67 | -0.18 | 0.58 | 0.2
CCOC(=O)C1=C(C)Nc2ncnn2C1c1cc(Br)ccc1F (stereo not given) | i | 4 | . | . | 0.9 | 1272 | 0% | -6% | i | 4.1 | 2.1 | 2.5 | -21% | -0.27 | -0.24 | 0.076 | 0.62
Cn1c(S(=O)(=O)Cc2ccc(Cl)cc2)nc2ccccc21 | i | 24 | 1.4 | 1023 | . | . | 0% | -5% | i | 5.3 | 2.6 | 3.2 | -44% | 0.87 | -0.24 | 0.53 | -0.12
CN1CCCC1=Nc1c2c(nc3ccccc13)N(C)CC2 | i | 5 | -0.5 | 554 | 0.1 | 1327 | 14% | 13% | i | 1.6 | 1.9 | 5.6 | -12% | 0.22 | -0.31 | -0.31 | 0.69
CCOC(=O)Cc1cc(=O)[nH]c(Nc2nc3ccccc3o2)n1 | i | 12 | -4.3 | 956 | 0.41 | 1560 | 4% | -12% | i | 2.2 | 1.2 | 3.6 | -41% | 0.21 | 0.049 | 0.25 | 0.18
